From PubChem
SIAE inh – inhibitors of human sialic acid acetylesterase SIAE; SIAE FP-Rh probe binding, fluorescence polarization; inhibition, % at 9.66 µM; actives 0.69% (n = 370,000); AID 1053197;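 active means inhibition above a cutoff: mean of compounds within the control limits plus 3 SD of those, cut at about 17% in these data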;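 further: 0% = plate median of compound wells and 100% = probe without SIAE protein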
PRMT1 FP inh – inhibitors of human PRMT1; recombinant PRMT1, activity-based probe fluorescence polarization; inhibition, % at 2.79 µM; actives 1.3% (n = 370,000); AID 652257;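 active means inhibition above about 21% made by adding two undisclosed values, limit read from the data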
GC-B act – GC-B (human) receptor activation. P20594. HEK293-GC-B cells, CNP EC30, cGMP TR-FRET; 0% at EC30 CNP, 100% saturating CNP. activation, % at 10 µM. actives 0.11% (n = 370,000). AID 1920062;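 active means activation at 10 µM reaching about 35% in either raw or pattern-adjusted values, limit read from the data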
Target sequence (P20594 whole entry, looked up): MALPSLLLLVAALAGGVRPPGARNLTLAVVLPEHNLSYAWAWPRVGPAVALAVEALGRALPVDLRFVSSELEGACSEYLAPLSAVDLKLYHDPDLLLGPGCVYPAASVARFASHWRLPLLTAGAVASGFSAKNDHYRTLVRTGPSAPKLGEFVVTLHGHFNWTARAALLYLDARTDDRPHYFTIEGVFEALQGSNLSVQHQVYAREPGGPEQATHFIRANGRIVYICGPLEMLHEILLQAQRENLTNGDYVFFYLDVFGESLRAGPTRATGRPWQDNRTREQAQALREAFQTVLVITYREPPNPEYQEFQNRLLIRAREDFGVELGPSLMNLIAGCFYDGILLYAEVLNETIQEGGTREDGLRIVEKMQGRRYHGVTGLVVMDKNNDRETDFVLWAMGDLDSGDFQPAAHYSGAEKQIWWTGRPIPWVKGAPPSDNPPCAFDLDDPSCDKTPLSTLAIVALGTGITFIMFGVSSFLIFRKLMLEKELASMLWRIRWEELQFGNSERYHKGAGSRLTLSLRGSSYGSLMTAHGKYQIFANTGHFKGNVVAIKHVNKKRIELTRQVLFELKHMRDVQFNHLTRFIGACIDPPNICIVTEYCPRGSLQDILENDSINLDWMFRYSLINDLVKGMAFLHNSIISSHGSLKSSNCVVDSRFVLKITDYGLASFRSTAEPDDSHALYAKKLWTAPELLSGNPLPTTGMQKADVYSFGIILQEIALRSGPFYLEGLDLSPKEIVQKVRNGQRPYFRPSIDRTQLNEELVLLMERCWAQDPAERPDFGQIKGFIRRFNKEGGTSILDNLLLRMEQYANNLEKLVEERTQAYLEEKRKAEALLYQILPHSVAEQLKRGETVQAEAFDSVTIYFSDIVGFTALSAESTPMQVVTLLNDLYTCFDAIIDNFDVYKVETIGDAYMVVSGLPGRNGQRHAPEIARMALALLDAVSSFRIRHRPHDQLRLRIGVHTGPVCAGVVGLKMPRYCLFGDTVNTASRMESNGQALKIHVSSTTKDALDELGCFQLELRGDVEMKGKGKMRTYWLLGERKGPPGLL
MBD2 DNA inh – inhibitors of human MBD2 binding to methylated oligonucleotide; inhibition, % at 4.4 µM; actives 0.31% (n = 370,000); AID 686964; TR-FRET; in the data active means inhibition above about 13%
rCAG RNA binder – molecules binding r(CAG) RNA repeats | r(CAG) RNA repeat, TO-PRO-1 dye displacement fluorescence | inhibition, % at 3 µM | actives 1.3% (n = 370,000) | AID 651821;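 active means inhibition above the plate cutoff, the mean of all test compounds on that plate plus 3 SD, cut at about 35% in these data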;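 further: 0% = DMSO alone and 100% = 100 µM mitoxantrone as full dye displacement; higher means more dye released from RNA so lower well fluorescence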
HTRA1 inh – HTRA1 (human) protease inhibition; Q92743; recombinant HTRA1, FP-rhodamine activity-based probe, fluorescence polarization; inhibition, % at 5.96 µM; actives 0.5% (n = 340,000); in the data active means inhibition above about 36%;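 further: 0% = enzyme with DMSO and 100% = wells lacking enzyme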
UHRF1 binding – UHRF1 methyl-DNA binding inhibition. Q96T88. UHRF1 binding to methylated oligo, TR-FRET. inhibition, % at 4.4 µM. actives 0.75% (n = 370,000). AID 687016; in the data active means inhibition above about 21%;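 further: UHRF1 SRA domain binding a hemimethylated CpG hairpin DNA probe; 0% = median of test compound wells and 100% = reference inhibitor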
TCR CD3 inh – blocks the human TCR-CD3 interaction | TAMRA-labeled TCR probe fluorescence, biochemical | inhibition, % at 9.4 µM | actives 0.37% (n = 360,000) | AID 651800; in the data active means inhibition above about 19%;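 further: recombinant mutant TCR 2C K166C tagged with TAMRA read by polarization; 0% = receptor in buffer alone and 100% = receptor with positive control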
GC-A act – GC-A (human) enzyme activation; HEK293 GC-A cells, cGMP TR-FRET, EC30 ANP; 0% at EC30 ANP, 100% saturating ANP; activation, % at 10 µM; actives 0.14% (n = 370,000); AID 1671463; in the data active means activation above about 40%
mABHD4 FP – inhibits mouse alpha/beta hydrolase domain 4. Q8VD66. purified mABHD4, FP-Rh probe fluorescence polarization. inhibition, % at 8.92 µM. actives 0.54% (n = 370,000);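 active means inhibition exceeding the mean over every tested compound plus 3 SD, cut at about 30% in these data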;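 further: 0% = plate median of compound wells and 100% = S159A mutant with DMSO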
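Test system: mouse ABHD4 enzyme, wild type. Reagent: FP-Rh fluorescent activity-based probe, added after compound pre-incubation. Timing: pre-incubation 45 min, probe exposure 60 min, at 25 °C. Technique: FP readout, ex 525 nm / em 598 nm. Benchmarks: high control S159A mutant with DMSO, low control median of compound wells.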
* = called active by the depositor; x = not tested or not shown.

SMILES	SIAE inh	PRMT1 FP inh	GC-B act	MBD2 DNA inh	rCAG RNA binder	HTRA1 inh	UHRF1 binding	TCR CD3 inh	GC-A act	mABHD4 FP
CC1CCCCC1NC(=O)COC(=O)c1cc(=O)c2ccccc2o1 (stereo unspecified)	2	-8	-3	0	-2	4	-1	4	-4	2
COCCn1c(SCC(=O)Nc2ccc(OC)c(S(N)(=O)=O)c2)nc2ccccc2c1=O	-5	5	4	3	1	4	2	-1	-1	2
O=C(CCC1CCCN(C(=O)CCN2CCCCC2=O)C1)NCc1ccccc1F (stereo unspecified)	-6	-3	-1	3	2	-4	2	6	6	-11
O=C(COC(=O)CN1C(=O)C(=O)c2ccccc21)OCN1C(=O)c2ccccc2C1=O	2	1	-3	-7	3	1	0	3	-4	9
O=C(NCC(c1ccco1)N1CCCC1)c1sc2cc(F)ccc2c1Cl (stereo unspecified)	0	-4	-1	-4	3	-8	0	2	-1	2
COc1cc(C(N)=O)cc(Br)c1OCc1ccccc1	-5	0	2	3	4	-17	1	5	12	5
COc1cccc(C2C(C(=O)Nc3nc4ccccc4s3)=C(C)NC3=C2C(=O)CC(C)(C)C3)c1OC (stereo unspecified)	-14	0	5	-4	5	-16	0	8	6	-6
COc1ccc(/C=N/NC(=O)c2cccc(NC(=O)c3ccc(Cl)cc3)c2)c(OC)c1	-10	1	0	0	9	-58	-5	5	0	-11
CCNc1nc(NC(C)C)nc(SCCOC(=O)c2ccccc2)n1	-3	3	5	2	-5	-29	5	-4	6	2
CC(=O)c1ccc2c(c1)Cc1cc(C(C)=O)ccc1-2	-7	-2	1	4	1	1	-9	2	-1	-3
CC1(Cc2ccc3c(c2)OCO3)NC(=O)NC1=O (stereo unspecified)	-5	2	1	3	-3	2	6	-3	-1	3
CC(C)CCNc1nc(N)c([N+](=O)[O-])c(NC2CCCCC2)n1	0	-3	12	2	-1	-1	-4	0	1	3
COc1ccc(/C=N\NC(=O)c2sccc2C)cc1Cn1nc(C)cc1C	-1	-4	-1	0	-3	-5	0	-3	9	-2
O=C(O)c1ccccc1/C=N/NC(=O)c1cc(-c2ccco2)nc2ccccc12	11	15	8	7	35*	20	6	20*	-12	11
CC(C)(C=O)Cc1cc(C(C)(C)C)c(O)c(C(C)(C)C)c1	0	2	-7	0	-2	1	2	-2	3	6
Cc1cc(-c2ccccc2C(=O)O)on1	0	1	-1	-5	-1	0	-1	6	0	2
CCc1ccccc1N(CC(=O)N1CCCCCC1)S(C)(=O)=O	2	3	-6	-1	-7	0	4	-9	4	3
CCCCC1=CC2=CC(=O)C(C)(OC(=O)CC)C(=O)C2=CN1CCc1c[nH]c2ccccc12 (stereo unspecified)	6	3	1	-7	14	51*	0	4	4	15
Cc1cccc(-n2c(=O)[nH]c3c(C(N)=O)nc(C(C)C)nc32)c1	-3	1	-5	-4	7	-8	-2	4	-1	-7
COc1ccc(-c2csc3ncnc(N4CCN(S(=O)(=O)c5ccc(C)cc5)CC4)c23)cc1	15	3	-4	-5	4	-5	-2	1	-4	-1
Cn1ccnc1SCCNC(=O)C1CCC(=O)N(Cc2ccc(Cl)cc2)C1 (stereo unspecified)	7	1	0	0	-2	2	2	0	2	3
Cc1cc(C)c2nc3sc(=Cc4ccc(-c5ccccc5C(=O)O)o4)c(=O)n3c2c1	-4	6	-13	7	28	x	24*	7	1	15
COc1ccc(C(C#N)(CC(=O)O)c2cnccn2)cc1OC (stereo unspecified)	4	1	4	0	7	-7	-3	-4	3	9
COc1cc(/C=C(/C(=O)c2cccs2)c2nc3ccccc3[nH]2)cc(OC)c1O	9	7	-16	-2	10	12	-5	-4	-30	12
O=C(O)c1ccc(-c2ccc(/C=C3\NC(=O)N(Cc4ccc(Cl)cc4)C3=O)o2)cc1Cl	-24	43*	-1	22*	53*	-7	77*	2	-5	18
Cc1c(Cl)ccc2c(C(O)CBr)cc(-c3ccccc3)nc12 (stereo unspecified)	-8	1	-6	0	11	-63	1	1	1	-42
CCCN1CNc2c(c(=O)[nH]c(=S)n2-c2ccc(Cl)cc2)C1	3	1	6	2	-1	6	1	-5	-2	0
Cn1c(=O)[nH]c(=O)c2c1nc(CN(Cc1ccccc1)Cc1ccccc1)n2CCN1CCOCC1	-8	-1	-8	0	-7	5	1	2	-6	0
Cc1ccccc1NC(=O)NC1(C(=O)NCCCN2CCOCC2)CCCCC1	-1	1	-4	10	0	1	2	2	0	3
C=CCn1c(CNC(=O)c2cccs2)nnc1SCC(=O)Nc1ccc(C(=O)O)cc1	8	-1	3	-1	5	4	2	-5	2	-6
Cc1ccc(OCC(=O)O/N=C(\N)c2cccc([N+](=O)[O-])c2)cc1C	-2	-1	6	3	0	-2	-1	7	1	1
Cn1c(N)c(C(=O)COC(=O)Cc2ccc(Cl)cc2)c(=O)n(C)c1=O	-5	2	-2	1	4	-4	4	-4	1	-2
O=C(NCc1ccco1)C(Cc1ccccc1)NS(=O)(=O)c1cccc2nsnc12 (stereo unspecified)	-1	-1	0	3	1	-9	-4	1	5	0
Cc1cccc(Cl)c1NC(=S)N1CCN(c2ccc([N+](=O)[O-])cn2)CC1	-6	3	2	3	0	-4	1	-8	-1	-1
Cc1cc(C(=O)N(C)CC(=O)Nc2ccccc2C(F)(F)F)c(C)o1	10	2	2	-3	-2	0	-3	2	4	-3
O=C(NC(=S)Nc1ccc(F)c([N+](=O)[O-])c1)c1ccccc1F	3	33*	2	-1	5	-5	-1	1	1	5
C[C@]12CCC(=O)C=C1C=C[C@@H]1[C@@H]2CC[C@@]2(C)[C@H]1CC[C@@]21CCC(=O)O1	19*	0	3	-3	-3	0	2	-4	1	1
O=[N+]([O-])c1cccc(-c2nnc(C34CC5CC(CC(C5)C3)C4)o2)c1	-3	-2	-5	6	-2	5	17	-8	3	6
CC1CCN(c2ccc([N+](=O)[O-])cn2)CC1	-11	2	5	-2	-1	6	-2	0	2	13
NC(=O)CN1C(=O)/C(=c2\sc3nc(=O)c(Cc4ccccc4)nn3c2=O)c2ccccc21	-1	45*	7	2	6	x	4	-5	6	-7
CSc1nnc(NC(=O)c2cc3ccccc3oc2=O)s1	-1	-6	0	-2	2	3	-1	2	12	-5
C(#Cc1ccc(C#CCN2CCOCC2)cc1)CN1CCOCC1	-4	-1	5	1	-8	-3	0	4	-1	-2
Cc1ccccc1NC(=O)NC1CCS(=O)(=O)C1 (stereo unspecified)	-1	-1	2	1	1	8	-1	1	4	4
Cc1cc(C)n2nc(C(=O)OCC(=O)c3ccccc3Cl)nc2n1	-3	-3	0	5	4	-4	4	-5	1	-2
CCCCNC(=O)c1ccccc1SCC(=O)NC1CCCCCCC1	7	-1	1	2	0	-3	-3	0	-4	0
CC(C)N(C)c1ncnc2c1ncn2[C@H]1CN(CCN2CCOCC2)C[C@@H](CO)O1	1	0	8	5	-1	x	-1	-1	0	1
CC(C)CC(=O)Nc1sc2c(c1C(=O)O)CCCCC2	0	1	-4	-5	4	1	1	7	-3	21
COc1ccc(/C=C/C(=O)OCC(=O)NCc2ccco2)cc1OC	0	1	3	-9	3	-5	-4	6	4	3
O=C1CSC(c2cn(-c3ccccc3)nc2-c2cc3ccccc3oc2=O)N1Cc1ccccc1 (stereo unspecified)	-5	2	3	6	8	-38	4	-6	-9	-1
COc1ccc(C(C)=O)cc1CC1(C)C(=O)Nc2ccc(-c3cccc(C(F)(F)F)c3)cc21 (stereo unspecified)	-6	4	-1	7	5	x	3	2	-1	-36
CN(CC(=O)Nc1ccccc1Cl)C(=O)c1cc(-c2cccs2)nn1-c1ccccc1	0	1	-1	0	1	-1	-1	0	-5	7
CCN1C(=O)C(CC(=O)Nc2ccc(OC)cc2)N(Cc2ccc(OC)c(OC)c2)C1=S (stereo unspecified)	4	5	4	-3	3	x	3	-4	-1	7
Cc1ccc(S(=O)(=O)N2CCN(C(=O)c3ccc([N+](=O)[O-])cc3)C2)cc1	-6	2	-5	-2	-5	-2	1	-4	-3	6
CC(=O)OCc1ccccc1Sc1ccccc1C(=O)NCc1ccccc1	-4	-2	-4	-4	4	-6	1	-6	-6	-1
CCOc1ccc(CCNC(=O)COC(=O)c2ccncc2)cc1OCC	2	4	5	4	3	9	-3	-3	0	2
CC(=O)c1ccc(N(CC(=O)NC2CCCCC2)C(=O)CNC(=O)c2cccs2)cc1	5	5	3	-1	-2	-3	1	-11	-1	-5
CCN(CC)c1ccc(C2NCC(c3ccc([N+](=O)[O-])cc3)O2)cc1 (stereo unspecified)	4	-4	-1	-2	2	-4	-2	-1	0	2
COc1cc(/C=C/CNC[C@H]2O[C@@H](n3cnc(C(N)=O)n3)[C@H](O)[C@@H]2O)ccc1O	5	0	2	2	2	5	-4	-9	0	4
Cc1ccsc1C(=O)N1CC=C(c2ccccc2)CC1	3	2	3	-2	0	-1	5	-11	2	5
CN(C)c1ccc(NC(=O)c2ccc3c(c2)nnn3C)cc1	-7	2	0	6	-5	8	4	-5	-16	-3

By substructure: the entries above containing two or more sulfur atoms
SMILES	SIAE inh	PRMT1 FP inh	GC-B act	MBD2 DNA inh	rCAG RNA binder	HTRA1 inh	UHRF1 binding	TCR CD3 inh	GC-A act	mABHD4 FP
COCCn1c(SCC(=O)Nc2ccc(OC)c(S(N)(=O)=O)c2)nc2ccccc2c1=O	-5	5	4	3	1	4	2	-1	-1	2
COc1ccc(-c2csc3ncnc(N4CCN(S(=O)(=O)c5ccc(C)cc5)CC4)c23)cc1	15	3	-4	-5	4	-5	-2	1	-4	-1
C=CCn1c(CNC(=O)c2cccs2)nnc1SCC(=O)Nc1ccc(C(=O)O)cc1	8	-1	3	-1	5	4	2	-5	2	-6
O=C(NCc1ccco1)C(Cc1ccccc1)NS(=O)(=O)c1cccc2nsnc12 (stereo unspecified)	-1	-1	0	3	1	-9	-4	1	5	0
CSc1nnc(NC(=O)c2cc3ccccc3oc2=O)s1	-1	-6	0	-2	2	3	-1	2	12	-5

Following part.
SMILES	SIAE inh	PRMT1 FP inh	GC-B act	MBD2 DNA inh	rCAG RNA binder	HTRA1 inh	UHRF1 binding	TCR CD3 inh	GC-A act	mABHD4 FP
C/C(=N\Nc1nc(N)cc(Cl)n1)c1cccc([N+](=O)[O-])c1	5	3	-1	4	0	1	0	0	-3	4
CCOC(=O)N1CCN(Cc2nc(Cc3cccc(C(F)(F)F)c3)no2)CC1	2	1	8	-3	-11	-11	-1	-4	0	4
CCOC(=O)c1c(NC(=O)CN2C(=O)NC3(CCCCC3C)C2=O)sc(C(=O)N(C)C)c1C (stereo unspecified)	-2	0	7	7	-4	-9	7	-3	3	12
COc1ccc(Cl)cc1NC(=O)CN(C)C(=O)Cn1c(=O)oc2ccccc21	-7	-2	-2	0	2	-3	0	5	0	2
O=S(=O)(c1ccc(Nc2ccc3c(c2)OCO3)nc1)N1CCOCC1	2	4	1	-5	4	3	1	-4	1	6
CC1CCN(C(=S)NCCc2ccccc2)CC1	1	2	0	8	-1	32	4	-5	-2	-10
Cc1ccc(C(=O)OCn2nnc3ccccc3c2=O)cc1[N+](=O)[O-]	-2	3	1	5	0	0	3	-2	-3	-1
COc1ccc2c(=O)c(C(=O)NCCc3ccccc3)c[nH]c2c1	-2	4	6	5	-1	-19	3	1	4	-4
O=c1c2ccccc2nc(-c2ccc([N+](=O)[O-])cc2)n1O	-1	1	-3	3	1	4	-1	-2	1	3

Part of the list above with just PRMT1 FP inh, mABHD4 FP and GC-A act.
Molecule,PRMT1 FP inh,mABHD4 FP,GC-A act
COc1ccc(Cl)cc1NC(=O)CN(C)C(=O)Cn1c(=O)oc2ccccc21,-2,2,0
O=S(=O)(c1ccc(Nc2ccc3c(c2)OCO3)nc1)N1CCOCC1,4,6,1
CC1CCN(C(=S)NCCc2ccccc2)CC1,2,-10,-2

These rows are one share of the data; the hit share may differ from the screen's.
